EBI2 antag: EBI2 receptor antagonists, beta-arrestin recruitment, primary screen, cell-based, luminescence, 7a,25-OHC stimulation, uHTS; G-protein coupled receptor 183 (Homo sapiens), P32249; 7a,25-OHC stimulated; inhibition, % at 5 µM; 0.81% of 360,000 active; AID 651636, 2012; in the data active means inhibition above about 38%;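 further: enzyme fragment complementation signal reports receptor beta-arrestin coupling in cells; 0% = agonist plus DMSO wells and 100% = wells without agonist; some results beyond the cut were filed as inactive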
Target sequence (P32249 whole entry, looked up, the tested form may be a part): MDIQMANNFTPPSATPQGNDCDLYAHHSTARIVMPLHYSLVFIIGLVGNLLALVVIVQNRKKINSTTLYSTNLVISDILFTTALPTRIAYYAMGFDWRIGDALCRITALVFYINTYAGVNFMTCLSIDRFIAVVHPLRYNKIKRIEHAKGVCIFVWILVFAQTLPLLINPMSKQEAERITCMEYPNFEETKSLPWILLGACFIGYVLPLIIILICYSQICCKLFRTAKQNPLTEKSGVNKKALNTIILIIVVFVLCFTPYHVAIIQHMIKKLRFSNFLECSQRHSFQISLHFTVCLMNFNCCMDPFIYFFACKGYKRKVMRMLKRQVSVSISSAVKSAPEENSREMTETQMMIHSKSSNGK
Active calls of the source: *. The list is partial; the hit share may differ from the screen's.

SMILES	EBI2 antag
COC(=O)[C@]12CCCCC=C1N(Cc1ccc(Cl)cc1Cl)C(=O)[C@H](CC(=O)NCc1cccc3ccccc13)C2	27.0
CCCCCCCCN1C(=O)[C@H](CC(=O)NCCCCc2ccccc2)C[C@@]2(C(=O)OCC)CCCC=C12	15.7
CC1(C(=O)O)CCN1C(=O)c1ccccc1F (stereo unspecified)	0.3
O=C(NC1CCCCC1)C1c2ccccc2OCC(=O)N1Cc1ccco1 (stereo unspecified)	-2.3
CC(C)(C)C(=O)c1c(N)[nH]c(C(=O)c2ccccc2)c1-c1cc2ccccc2nc1Cl	-1.7
CCCC1NC(=O)c2cccnc2-n2c1nc1ccc(Br)cc1c2=O (stereo unspecified)	-5.5
CCCCCCn1c(SCC(=O)NC2CCS(=O)(=O)C2)nc2ccccc2c1=O (stereo unspecified)	2.1
N#Cc1cnn2c(=O)[nH]cnc12	1.9
O=S(=O)(NN=C(c1ccccc1)c1ccccc1)c1ccccc1	3.9
Cc1oc(-c2cccs2)cc1C(=O)N1CCC(C)(C(=O)NS(=O)(=O)C2CC2)C1 (stereo unspecified)	3.3
CCCCCCCCN1C(=O)[C@H](CC(=O)NCCCOC)C[C@@]2(C(=O)OCC)CCCC=C12	1.0
CCN(CC)C(=O)C1=C(C)N(Cc2ccccc2)C(=O)C(CC(=O)NCCc2ccccn2)C1 (stereo unspecified)	-9.7
Cc1nc2c(OCc3ccc(Cl)cc3)cccn2c1N(C)Cc1cccs1	20.4
CCOC(=O)c1cc(Cl)c2c(ccc3ccccc32)n1	-6.3
CC(C)(C)c1ccc(CC(=O)N2CCC2(C)C(=O)Nc2cccc3ccccc23)cc1 (stereo unspecified)	8.5

Looked up by compound from above, 2 records:
SMILES	EBI2 antag
CCN(CC)C(=O)C1=C(C)N(Cc2ccccc2)C(=O)C(CC(=O)NCCc2ccccn2)C1 (stereo unspecified)	-9.7
CCOC(=O)c1cc(Cl)c2c(ccc3ccccc32)n1	-6.3

New compounds follow.
SMILES	EBI2 antag
O=c1c(-c2ccccc2)nc2ccccc2n1C(c1ccccn1)c1nc2ccccc2[nH]1 (stereo unspecified)	-3.0
COC(=O)C[C@H]1C[C@@H]2c3cc(NS(=O)(=O)c4ccc(OC)cc4)ccc3O[C@@H]2[C@H](CO)O1	2.0
CCc1ccc(CN2CCC(Oc3cc(C(=O)NC4CC4)ccc3OC)CC2)cc1	-10.7
CC1(C(=O)Nc2cccc(NS(C)(=O)=O)c2)CCN1CCc1ccccc1 (stereo unspecified)	-8.1
O=C(COc1ccc(F)c(Cl)c1)NC(=O)NC1CCCC1	-0.6
O=C1CCC(C(=O)N2CCN(c3ccccc3)CC2)CN1Cc1ccc(Cl)cc1 (stereo unspecified)	8.9
Cc1ccc(C(=O)N2CCCc3ccccc32)c(Cl)c1	10.8
Cc1ccc(OCCNC(=O)[C@H]2O[C@@H](n3cnc4c(N)ncnc43)[C@H](O)[C@@H]2O)cc1C	0.2
COc1ccccc1C(O)c1ncc(-c2cccc3ccccc23)[nH]1 (stereo unspecified)	-6.1
Cc1ccc(C)c(C(O)c2ncc(-c3ccc(F)cc3)[nH]2)c1 (stereo unspecified)	-4.4
CSCCC(C(=O)Nc1c(C)cccc1C)N1CCN(c2ccc(C(F)(F)F)cn2)CC1 (stereo unspecified)	-17.2
COc1ccc(-c2cc(NC(C)=O)c3ncc(-c4ccc(F)cc4)n3c2)cc1OC	23.2
CC(C)[C@H](NC(=O)OC(C)(C)C)c1cc(C(=O)N(C)CCN(C)C)c(N)s1	-14.8
COc1ccc(COC(=O)CCCN=C2NS(=O)(=O)c3ccccc32)cc1F	-5.7
COc1cccc(-c2cnc(C(O)c3ccc(F)cc3C)[nH]2)c1 (stereo unspecified)	-1.6
O=C(Nc1ccc(F)cc1)C(CCc1ccccc1)N1CCN(CC(=O)N2CCCC2)CC1 (stereo unspecified)	1.3
C[C@@H]1CN([C@@H](C)CO)C(=O)CCCn2nncc2CO[C@@H]1CN(C)C(=O)Nc1ccccc1C(F)(F)F	-6.0
Cc1cccc(C)c1NC(=O)C(c1ccccc1)N1CCC(Cc2ccccc2)CC1 (stereo unspecified)	7.0
O=C1NC[C@@H](CCCCN2C[C@H](Cc3ccc(O)cc3)N(CC3CCCCC3)C(=O)C2=O)N(Cc2ccccc2)C1=O	1.9
Cc1ccc(S(=O)(=O)N2c3ccccc3OC(C(=O)OC(C)(C)C)(C(=O)OC(C)(C)C)C2CC(=O)c2ccccc2)cc1 (stereo unspecified)	17.8
O=C(Nc1cccc(OC(F)(F)F)c1)C1Cc2c(-c3ccco3)ccnc2O1 (stereo unspecified)	-16.0
O=C1Nc2ccccc2-c2nnnn2C1N1CCCC1 (stereo unspecified)	-9.2
Cc1cc2c(Nc3ccccc3O)ncnc2s1	-11.9
Cn1ccc2c(-c3cncc4ccccc34)cc3c(c21)C1CCC3O1 (stereo unspecified)	17.5
CCOC(=O)C1(c2ccccc2)SC(C(=O)OCC)(c2ccccc2)S1 (stereo unspecified)	-12.7
CCOC(=O)c1ccc(-c2ccc3ncnc(N(C)Cc4sccc4C)c3c2)o1	20.2
Cc1ccn(CCC(=O)N2CCCC(N3CCN(c4ccccc4C)CC3)C2)n1 (stereo unspecified)	-3.5
COc1ccc(-c2ccc(C(=O)N3CCN(C)CC3)c3occc23)c(C)c1	-1.5
Cc1ccc(-c2cnc(C(O)c3ccc(C)cc3)[nH]2)cc1 (stereo unspecified)	10.5
C[C@H]1CN([C@@H](C)CO)C(=O)CCCn2cc(nn2)CO[C@@H]1CN(C)S(=O)(=O)c1ccc2c(c1)OCCCO2	-4.0

Reformatted: five of the compounds above
| SMILES | EBI2 antag |
| --- | --- |
| Cc1cc2c(Nc3ccccc3O)ncnc2s1 | -11.9 |
| CCCCCCn1c(SCC(=O)NC2CCS(=O)(=O)C2)nc2ccccc2c1=O (stereo unspecified) | 2.1 |
| O=C1NC[C@@H](CCCCN2C[C@H](Cc3ccc(O)cc3)N(CC3CCCCC3)C(=O)C2=O)N(Cc2ccccc2)C1=O | 1.9 |
| O=C(NC1CCCCC1)C1c2ccccc2OCC(=O)N1Cc1ccco1 (stereo unspecified) | -2.3 |
| O=c1c(-c2ccccc2)nc2ccccc2n1C(c1ccccn1)c1nc2ccccc2[nH]1 (stereo unspecified) | -3.0 |

Additional structures
SMILES	EBI2 antag
CCn1c(=O)c2[nH]c(Cl)nc2n(CC)c1=O	-6.5
O=C(NCc1cc(Cl)cc(Cl)c1)c1ccc2nc([C@@H]3O[C@H](CO)[C@@H](O)[C@H]3O)[nH]c2c1	-1.5
CCc1ccc2c(c1)NC(=O)C2(C)Cc1ccc(Cl)s1 (stereo unspecified)	-2.3
COc1ccc(N2CCN(C(=O)/C=C/[C@H]3O[C@@H](n4ccc(=O)[nH]c4=O)[C@H](O)[C@@H]3O)CC2)cc1	-10.2
CS(=O)(=O)c1ccc(Nc2nc(C(N)Cc3ccc(F)cc3)cs2)cc1 (stereo unspecified)	-15.4
CCNC(=O)C1(C)CCN1Cc1cc(-c2ccccc2)n(C)n1 (stereo unspecified)	-5.3
O=C(O)C1CCN(S(=O)(=O)c2ccc3[nH]ccc3c2)CC1	-9.6
COc1ccc(-c2ccc(C(=O)Nc3cccc(F)c3)c3occc23)c(C)c1	29.3
O=C(NCc1cccnc1)c1csc([C@@H]2O[C@H](CO)[C@H](O)[C@H](O)[C@H]2O)n1	-6.7
CCNC(=O)C1CCCN(C(=O)c2cc(F)cc(F)c2)CC1 (stereo unspecified)	3.6
Cc1cc(N2C(=O)C(O)=C(C(=O)c3ccc(C)o3)C2c2cccc(Cl)c2)no1 (stereo unspecified)	0.9
Cc1c(C(=O)NCc2ccccc2C(F)(F)F)sc(=O)n1Cc1ccc2c(c1)OCO2	-1.8
Cc1ccc(S(=O)(=O)C[C@@H]2OC[C@H](Cc3ccccc3)N2S(=O)(=O)c2ccc(C)cc2)cc1	10.4
CC(C)NC(=O)c1cc(C2CCCCN2C(=O)c2ccc(C#N)cc2)on1 (stereo unspecified)	-1.7
CCn1c(C)nnc1SCC(=O)Nc1ccc(OC)cc1	-2.4
NC(CSC(c1ccccc1)(c1ccccc1)c1ccc2c(c1)OCO2)C(=O)O (stereo unspecified)	-5.3
Cc1cccc(C)c1-n1nnnc1C1c2ccccc2C(=O)N1CCOc1ccccc1 (stereo unspecified)	12.2
Cc1ccc(S(=O)(=O)N2C[C@H]3n4c(=O)ccc(=O)n4C[C@H](OC(=O)NC4CCCC4)[C@@]3(O)C2)cc1	2.0
CCOC(=O)C1(C)CCCN(C(=O)c2ccc(N(C)C)cc2)C1 (stereo unspecified)	-6.2
C[C@@H]1CN([C@@H](C)CO)C(=O)c2cc(NC(=O)C3CCCCC3)ccc2O[C@@H](C)CCCCO[C@@H]1CN(C)C(=O)CCCN(C)C	-10.8
O=C(Nc1cccc(Cl)c1)c1csc([C@@H]2O[C@H](CO)[C@H](O)[C@H](O)[C@H]2O)n1	14.0
O=C(Nc1nccs1)c1ccc2sc([C@H]3C[C@H](O)[C@@H](CO)O3)nc2c1	-9.3
COc1ccc(OC)c(NC(=O)C2(C)CCN2C(=O)C(C)(C)c2ccccc2)c1 (stereo unspecified)	22.3
CC1(c2nnnn2-c2ccc3c(c2)OCCO3)CCC(=O)N1CC(F)(F)F (stereo unspecified)	-10.1
CN(C(=O)C(C)(C)C)[C@H]1C[C@H]2c3[nH]c4ccccc4c3CCN2C(=O)[C@H]1CO	-5.4
CC1(C(=O)NS(=O)(=O)C2CC2)CCCN(C(=O)c2cccc(Cl)c2)C1 (stereo unspecified)	-10.0
CC1=C(C(=O)N(C(C)C)C(C)C)CC(CC(=O)NC2CC2)C(=O)N1CCC1=CCCCC1 (stereo unspecified)	-3.1
CC(C)(C)NC(=O)C(c1ccccc1)n1c(=O)c(-c2ccco2)nc2ccccc21 (stereo unspecified)	-3.4
COCCNC(=O)c1ccc(N2CC3CC(C2)c2cccc(=O)n2C3)c(NC(=O)c2ccccc2Br)c1 (stereo unspecified)	-0.6
CCOC(=O)N1CCN(C(=O)C[C@@H]2C[C@@]3(C(=O)OCC)CCC=C3N(Cc3cccc4ccccc34)C2=O)CC1	-1.2
Cc1ccc(S(=O)(=O)N2C[C@@]3(O)Cn4c(=O)ccc(=O)n4C[C@@]3(OC(=O)NCc3ccccc3F)C2)cc1	-7.5
CC(=O)N1C[C@H]2CON(C)[C@H]2C[C@H]1c1ccc(-c2ccccc2)cc1	-7.8
CC1(C)Cc2cccc(OCC(=O)OCC(=O)Nc3ccc(S(N)(=O)=O)cc3)c2O1	-1.1
CCn1nnnc1-c1ccc(OC)c(S(=O)(=O)Nc2ccccc2OC)c1	-5.1
COc1cc(OC)cc(-c2c(Sc3ccccc3)c3cc(-c4ccc(OC)c(F)c4)ccc3n2C)c1	6.8
O=C(CN1C(=O)c2ccccc2C1=O)C(O)CN1C(=O)c2ccccc2C1=O (stereo unspecified)	1.9
Cc1c(NC(=O)c2nn(C(C)C)c(=O)c3ccccc23)c(=O)n(-c2ccccc2)n1C	-5.5
Cc1ccc2cc(F)ccc2n1	2.8
CCOC(=O)C1=CCN(S(=O)(=O)c2ccc(Br)cc2)C1c1cccc(C)c1 (stereo unspecified)	38.2
CC1=C(C(=O)N(C(C)C)C(C)C)CC(CC(=O)NCCCCc2ccccc2)C(=O)N1CCC1=CCCCC1 (stereo unspecified)	28.7
COC(=O)[C@]12CCCCC=C1N(CCc1ccc(OC)c(OC)c1)C(=O)[C@H](CC(=O)NCc1ccc(OC)c(OC)c1)C2	8.3
CC(=O)NCCCNC(=S)NCCCN(Cc1ccc(Cl)cc1)c1ccc(Br)cn1	10.4
COc1ccc(CN(C)CCCn2cnc3c(SC)ncnc32)cc1OC	-12.3
CCOC(=O)[C@]12CCC=C1N(Cc1cccc3ccccc13)C(=O)[C@H](CC(=O)NCc1ccc(OC)c(OC)c1)C2	9.7
O=C(NCc1ccc(F)cc1)C1CCCN1S(=O)(=O)c1ccc(F)cc1 (stereo unspecified)	-1.1

Some of the entries above, set out differently:
CC1(C)Cc2cccc(OCC(=O)OCC(=O)Nc3ccc(S(N)(=O)=O)cc3)c2O1
- EBI2 antag = -1.1
CCn1nnnc1-c1ccc(OC)c(S(=O)(=O)Nc2ccccc2OC)c1
- EBI2 antag = -5.1

The listing continues:
SMILES	EBI2 antag
CCCNC(=O)C1(C)CCCN(C(=O)c2ccc(OC(F)F)cc2)C1 (stereo unspecified)	-2.2
COc1ccc(C(=O)N(C)C(C)c2nccs2)cc1OC1CCN(C(C)=O)CC1 (stereo unspecified)	0.8
N#Cc1ccccc1C[C@H](N)C(=O)NC[C@H]1O[C@@H](n2cnc3c(N)ncnc32)[C@H](O)[C@@H]1O	-0.6
COc1ccc(Cl)c(-c2cc(C(=O)NCc3ccco3)[nH]n2)c1	-2.2
CN(C)c1cccc(CNC(=O)c2ccc3sc([C@@H]4O[C@H](CO)[C@H](O)[C@H](O)[C@H]4O)nc3c2)c1	-0.3
CCOCCC(=O)Nc1ccc2c(c1)c(=O)n(C)n2CC=C(C)C	-0.3
COc1ccc(N/C(N)=N/c2nc(C)cc(C)n2)cc1	-10.8
CCc1nc2ccc(C(=O)NCCOc3ccc(OC)cc3)cn2c1N(CC)Cc1cccc(Br)c1	74.3*
CCCS(=O)(=O)NC(=O)C1(C)CCN(C(=O)c2c(-c3ccccc3)noc2C)C1 (stereo unspecified)	-3.1
CC(C)c1ccc(CC(=O)N2CCC2(C)C(=O)NS(=O)(=O)c2ccc(F)cc2F)cc1 (stereo unspecified)	1.1
COc1cc(C)ccc1S(=O)(=O)NC(=O)C1(C)CCN1C(=O)Cc1ccc(C(C)(C)C)cc1 (stereo unspecified)	-0.5
CN(Cc1cnn(-c2ccccc2)c1)C(=O)c1cccc(S(=O)(=O)Nc2ccccc2F)c1	0.5
COC(=O)c1c(C)[nH]c(C(=O)OC(C)C(=O)NC2CCCCC2C)c1C (stereo unspecified)	-11.1
